NRP1-CendR mod: alters CendR peptide binding to human NRP-1. 360,000 tested, 0.85% active. O14786. AID 602438. FAM-RPARPAR peptide binding to NRP-1, fluorescence polarization. inhibition, % at 25 µM;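 active means inhibition or corrected inhibition above about 18%, plus a signal ratio from 0.5 to 1.5, limit read from the data, passing the limit was not always enough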; further: strong numbers were not always called active
bovine MsrA act: activates bovine MsrA enzyme. purified bovine MsrA, absorbance read-out. activation, % at 10.6 µM. 360,000 tested, 0.3% active; in the data active means activation above about 7.5%;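 further: 0% = vehicle and 100% = reference activator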
E coli Lon inh: E. coli protease La inhibition; P0A9M0; purified E. coli Lon protease, fluorescence polarization; inhibition, % at 7.94 µM; 360,000 tested, 0.42% active; AID 602123; in the data active means inhibition above about 13%, passing the limit was not always enough;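 further: 0% = enzyme with probe and DMSO and 100% = no enzyme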
FAS-TE inh: inhibitors of human fatty acid synthase thioesterase domain; recombinant FAS-TE, OMFH fluorogenic substrate, fluorescence endpoint; 360,000 tested, 0.67% active; AID 602261; P49327; inhibition, % at 15 µM;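 active means compounds whose normalised, plate-corrected inhibition of enzyme fluorescence in the single-dose primary screen is 50% or more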;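 further: 0% = DMSO with enzyme and 100% = substrate without enzyme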
Rin1-Abl PPI inh: human Rin1-Abl interaction inhibition | TR-FRET Rin1/Abl binding, biochemical | inhibition, % at 7.35 µM | 360,000 tested, 0.4% active; in the data active means inhibition above about 5%, passing the limit was not always enough
SKN-1 inh: blocks SKN-1 activity in C. elegans; inhibition, % at 21.8 µM; 360,000 tested, 0.49% active; C. elegans VP596 Pgst-4::GFP/RFP ratio, acrylamide-induced, 24 h;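 active means interference check ratio from 0.5 to 1.5 plus GFP to RFP signal ratio inhibition reaching or exceeding a fixed threshold, cut at about 30% in these data, passing the limit was not always enough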; further: some compounds called inactive have numbers as strong as hits
MT1-MMP act inh: inhibitors of human MT1-MMP activation; P50281; HT1080 RFP-PRO-GFP cells, GFP/RFP ratio fluorescence, overnight; percent of plate control window, DMSO zero; GFP/RFP ratio change, % at 20 µM; 360,000 tested, 0.061% active;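 active means GFP/RFP ratio change of at least 30% with cell ATP level not reduced by more than half and red fluorescence within 50% of control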; further: strong numbers were not always called active
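Assay system: HT1080 RFP-PRO-GFP cells | Dosing: 20 µM single dose, 1% DMSO | Incubation: Cells overnight before dosing, compound overnight, 37 °C, 5% CO2 | Evaluation: GFP/RFP fluorescence ratio | Control set: DMSO-only wells and HT1080 RFP-L50D-GFP cell wells as references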
MsrA inhibitor: inhibits bovine methionine sulfoxide reductase A | purified bovine MsrA, absorbance read-out | inhibition, % at 15.5 µM | 360,000 tested, 0.75% active; in the data active means inhibition above about 4.5%;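 further: 0% = vehicle wells with enzyme and 100% = reference inhibitor wells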
Neddyl block: cullin neddylation inhibition | 360,000 tested, 0.58% active | AID 651699 | calls only at 25 µM | P61081+Q13564 | TR-FRET cullin neddylation, biochemical; in the data active means inhibition above about 36%
* marks the source's active call; other numbers are inactive results; i = inactive.

1: CCc1cc(C(=O)NN2C(=O)NC3(CCCCC3)C2=O)sc1C
2: Cc1nc2c(N)nn(C)c2nc1C
3: O=C(NNS(=O)(=O)c1ccccc1)c1cccs1
4: CCCCOC(=S)NC(=O)c1sc2ccccc2c1Cl
5: CS(=O)(=O)c1ccc(-c2cccc(NC(=O)c3ccc4c(c3)OCO4)c2)nn1
6: Cc1cc(C)c(CN2CCC(n3nccc3NC(=O)C3CCCC3)CC2)cc1C
7: C/C(=N\Nc1cccc2cccnc12)c1ccccc1O
8: COc1ccccc1N1CCN(C(=O)c2oc3cc(C)cc(C)c3c2C)CC1
entry no. | 1 | 2 | 3 | 4 | 5 | 6 | 7 | 8
NRP1-CendR mod | -9 | 4 | 4 | -1 | 2 | 2 | -5 | -9
bovine MsrA act | -9 | -9 | -5 | -5 | -1 | -1 | -5 | 1
E coli Lon inh | 12 | -12 | -7 | 2 | 0 | 1 | -3 | 2
FAS-TE inh | -5 | -7 | -8 | 3 | -3 | -5 | 29 | 22
Rin1-Abl PPI inh | -2 | -7 | -1 | -9 | 0 | -1 | 1 | 6
SKN-1 inh | 7 | -3 | 9 | 5 | 18 | -1 | 1 | 25
MT1-MMP act inh | 8 | -3 | -3 | -5 | -3 | 3 | -8 | -4
MsrA inhibitor | 0.6 | -0.6 | 0.1 | 1.9 | -2.2 | 1.0 | 0.3 | 0.2
Neddyl block | i | i | i | i | i | i | i | i

9: COc1ccc(C(=O)N2CCCC(c3ccccc3)=N2)cc1
10: COC(=O)c1c(NC(=O)CSc2nnc(-c3cccnc3)n2Cc2ccco2)sc(C)c1C
11: Cc1c(C(=O)N(C)CCn2ccnc2C)oc2c(F)cccc12
12: FC(F)(F)c1ccccc1NC(=S)N1CCN(c2ncccn2)CC1
13: CCOP(=O)(OCC)/C(C#N)=C/c1ccc([N+](=O)[O-])cc1
14: CCC(C(=O)NCc1cccs1)n1nc(C)n2c(cc3occc32)c1=O (configuration not stated)
15: Brc1ccc2c(c1)C(c1cccs1)=NNC(c1cccnc1)=N2
16: COc1ccc(C)cc1S(=O)(=O)N1CCCC(C(=O)N2CCN(c3ccccc3)CC2)C1 (configuration not stated)
entry no. | 9 | 10 | 11 | 12 | 13 | 14 | 15 | 16
NRP1-CendR mod | 4 | 9 | 5 | 16 | -7 | 1 | -14 | -3
bovine MsrA act | -12 | 5 | -6 | 3 | -2 | -6 | -2 | -7
E coli Lon inh | -4 | 0 | -4 | 4 | 7 | -13 | -1 | 9
FAS-TE inh | -4 | 4 | -6 | -4 | 0 | -4 | -2 | 4
Rin1-Abl PPI inh | 7 | 4 | -2 | -3 | 0 | -1 | -4 | -1
SKN-1 inh | 1 | 1 | -2 | 23 | 2 | -9 | 4 | -3
MT1-MMP act inh | 0 | -2 | 0 | 3 | 2 | 2 | 0 | -1
MsrA inhibitor | 2.7 | -0.9 | -0.4 | 0.9 | 1.7 | -0.1 | -0.1 | -1.4
Neddyl block | i | i | i | i | i | i | i | i

Record cards (already shown):
Brc1ccc2c(c1)C(c1cccs1)=NNC(c1cccnc1)=N2 is listed as NRP1-CendR mod: -14; bovine MsrA act: -2; E coli Lon inh: -1; FAS-TE inh: -2; Rin1-Abl PPI inh: -4; SKN-1 inh: 4; MT1-MMP act inh: 0; MsrA inhibitor: -0.1; Neddyl block: i
COc1ccc(C)cc1S(=O)(=O)N1CCCC(C(=O)N2CCN(c3ccccc3)CC2)C1 (configuration not stated) is listed as NRP1-CendR mod: -3; bovine MsrA act: -7; E coli Lon inh: 9; FAS-TE inh: 4; Rin1-Abl PPI inh: -1; SKN-1 inh: -3; MT1-MMP act inh: -1; MsrA inhibitor: -1.4; Neddyl block: i
COc1ccc(C(=O)N2CCCC(c3ccccc3)=N2)cc1 is listed as NRP1-CendR mod: 4; bovine MsrA act: -12; E coli Lon inh: -4; FAS-TE inh: -4; Rin1-Abl PPI inh: 7; SKN-1 inh: 1; MT1-MMP act inh: 0; MsrA inhibitor: 2.7; Neddyl block: i

(list continues)
17: CC(NS(=O)(=O)c1ccc2[nH]c(=O)c(=O)[nH]c2c1)C(=O)O (configuration not stated)
18: Nc1ccc(Br)cc1C(NCC(=O)O)c1ccccc1 (configuration not stated)
19: O=C(c1ccc(Cl)c(S(=O)(=O)N2CCCCCC2)c1)N1CCN(c2ccccc2O)CC1
20: CCN=C(NCC)SC1CC(=O)N(c2ccc(F)cc2)C1=O (configuration not stated)
21: COc1ccc(-c2cc(=O)oc3cc4occ(C)c4cc23)cc1
22: C/C(=N\NC(=O)C1CC1)c1cccs1
23: CCCSc1ncc(Cl)c(C(=O)Nc2ccc(S(=O)(=O)Nc3ncccn3)cc2)n1
24: CCC1(c2ccc(Cl)cc2)NC(=S)N(c2ccc(C)cc2)N1 (configuration not stated)
entry no. | 17 | 18 | 19 | 20 | 21 | 22 | 23 | 24
NRP1-CendR mod | 1 | -6 | 10 | 3 | -13 | 5 | 11 | -14
bovine MsrA act | -4 | -5 | -7 | 0 | 0 | -7 | -2 | -3
E coli Lon inh | -7 | 4 | 5 | -3 | 6 | 1 | -2 | -15
FAS-TE inh | -8 | -3 | 7 | -5 | 24 | -12 | -2 | 15
Rin1-Abl PPI inh | 1 | 5 | -2 | 0 | -1 | -4 | 1 | -2
SKN-1 inh | -3 | 11 | 8 | 14 | -2 | 4 | -12 | -1
MT1-MMP act inh | 2 | 5 | -3 | -2 | -9 | 0 | 0 | 3
MsrA inhibitor | 2.8 | 0.4 | -0.2 | 0.0 | -0.6 | 0.1 | 0.6 | -0.7
Neddyl block | i | i | i | i | i | i | i | i

25: NC(=O)c1sc2nccc(Nc3ccccc3)c2c1N
26: CCOC(=O)c1ccc(NC(=O)c2c(N)n(C)c(=O)[nH]c2=O)cc1
27: O=C(c1ccco1)N1CCN(c2ccccc2F)CC1
28: O=C1NC[C@@H](c2ccccc2)OC(=O)[C@H](Cc2ccc(F)cc2)C/C=C\C[C@@H]1CC(=O)N(CCO)Cc1ccccc1
29: CCc1nc2c(OCc3ccc(C(=O)N(C)C)cc3)cccn2c1N(C)C(=O)Nc1ccccc1OC
30: COc1ccc(CC(=O)Nc2cc(S(=O)(=O)Nc3ccc(OC)cc3)ccc2OC)cc1
entry no. | 25 | 26 | 27 | 28 | 29 | 30
NRP1-CendR mod | -14 | 3 | 2 | -1 | -8 | 9
bovine MsrA act | -2 | -3 | 1 | -8 | -5 | -2
E coli Lon inh | -8 | -8 | -2 | -1 | -22 | -8
FAS-TE inh | -11 | -9 | -6 | 8 | -5 | 23
Rin1-Abl PPI inh | 2 | 4 | -2 | -4 | -4 | 0
SKN-1 inh | -13 | -6 | 13 | -19 | 10 | -8
MT1-MMP act inh | -18 | 4 | 3 | 6 | -3 | -1
MsrA inhibitor | 2.9 | 0.9 | -0.2 | 0.5 | -1.4 | -1.7
Neddyl block | i | i | i | i | i | i

Three records picked at random from the list so far:
28: O=C1NC[C@@H](c2ccccc2)OC(=O)[C@H](Cc2ccc(F)cc2)C/C=C\C[C@@H]1CC(=O)N(CCO)Cc1ccccc1
26: CCOC(=O)c1ccc(NC(=O)c2c(N)n(C)c(=O)[nH]c2=O)cc1
30: COc1ccc(CC(=O)Nc2cc(S(=O)(=O)Nc3ccc(OC)cc3)ccc2OC)cc1
entry no. | 28 | 26 | 30
NRP1-CendR mod | -1 | 3 | 9
bovine MsrA act | -8 | -3 | -2
E coli Lon inh | -1 | -8 | -8
FAS-TE inh | 8 | -9 | 23
Rin1-Abl PPI inh | -4 | 4 | 0
SKN-1 inh | -19 | -6 | -8
MT1-MMP act inh | 6 | 4 | -1
MsrA inhibitor | 0.5 | 0.9 | -1.7
Neddyl block | i | i | i
